Screening data deposited in PubChem by several laboratories.
hcDAF-12 act: activators of H. contortus DAF-12 nuclear receptor; 1.4% of 370,000 active; HEK293 hcDAF-12 lit1-tk-luc reporter, luminescence; 0% DMSO, 100% Δ7-dafachronic acid; AID 652067; activation, % at 6.8 µM;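 active = activation above the mean of all tested compounds plus 3 SD, cut at about 5.5% in these data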;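 note: 100% = response to 3 µM Δ7-dafachronic acid high control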
NPR1 activator: GC-A (human) enzyme activation. P16066. HEK293 GC-A cells, cGMP TR-FRET, EC30 ANP; 0% at EC30 ANP, 100% saturating ANP. activation, % at 10 µM. 0.14% of 370,000 active. AID 1671463; in the data active = activation above about 40%
hgDAF12 agonist: activates the H. glycines DAF-12 receptor ligand-binding domain; HEK293 GAL4-hgDAF12 UAS-luciferase reporter, agonist luminescence; normalized to butyrate control; 1.8% of 370,000 active; activation, % at 6.8 µM;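 active = activation above a cutoff set at the mean of all screened compounds plus 3 SD, cut at about 10% in these data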;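 note: 0% = DMSO wells and 100% = sodium butyrate wells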
DAX1 inh-1: NR0B1 (DAX1) inhibition. P51843. HEK293 Gal4-DAX1 luciferase reporter, luminescence. inhibition, % at 6.75 µM. 0.99% of 340,000 active. AID 504766;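 active = inhibition above the mean over all tested compounds plus 3 SD, cut at about 4.2% in these data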;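 note: 0% = DAX1-transfected cells with DMSO and 100% = empty-vector control cells with DMSO; inhibition shows as a rise in luminescence from relieved DAX1 repression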
Target sequence (P51843 207-470 limits assumed): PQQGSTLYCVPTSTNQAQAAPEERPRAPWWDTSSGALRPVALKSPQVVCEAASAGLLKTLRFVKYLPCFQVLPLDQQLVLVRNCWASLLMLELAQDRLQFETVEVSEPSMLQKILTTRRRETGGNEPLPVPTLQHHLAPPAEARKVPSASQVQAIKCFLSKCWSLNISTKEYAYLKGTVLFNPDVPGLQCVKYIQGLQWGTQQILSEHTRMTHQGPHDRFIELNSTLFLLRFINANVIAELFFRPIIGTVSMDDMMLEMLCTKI
FXN GAA850 act: activators of GAA850 frataxin (FXN) promoter. HEK293 lucGAA850 FXN promoter luciferase reporter, 24 h; percent of 10 µM SAHA response. activation, % at 6 µM. 0.56% of 360,000 active;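 active = activation above the average of all compounds screened plus 3 SD, cutoff fixed separately per campaign, cut at about 7.5% in these data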;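 note: 0% = DMSO wells and 100% = 10 µM SAHA wells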
SMARCA2 act: increases SMARCA2 function in MMTV reporter cells. MG213 cells, MMTV-luciferase reporter, dexamethasone, overnight. activation, % at 9.1 µM. 1% of 370,000 active. AID 652017; in the data active = activation above about 7.8%;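 note: 0% = vehicle wells and 100% = reference activator wells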
ssDAF-12 act: activators of S. stercoralis DAF-12 nuclear receptor; AID 652126; activation, % at 6.8 µM; HEK293 ssDAF-12/GRIP1 lit1-tk-luc reporter, luminescence; % of 3 µM dafachronic acid response; 1% of 370,000 active;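 active = activation above the mean over all tested compounds plus 3 SD, cut at about 0.9% in these data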;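 note: 0% = DMSO-only wells and 100% = 3 µM delta7-dafachronic acid wells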
DAX1 inh-2: inhibitors of DAX1 repression of SF-1 activated StAR promoter. inhibition, % at 6.8 µM. HEK293T StAR-luciferase reporter, SF-1/DAX-1 repression relief. AID 652010. 1.1% of 370,000 active;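 active = inhibition above the mean over all tested compounds plus 3 SD, cut at about 3.6% in these data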;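 note: 0% = DAX-1 cells with DMSO and 100% = cells lacking DAX-1 with DMSO; higher inhibition means more luminescence from relief of DAX-1 repression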
PG9 binder: binds the HIV-1 gp120 antibody PG9; TR-FRET gp120-PG9 antibody binding; inhibition, % at 6.7 µM; 0.43% of 360,000 active; AID 624416; in the data active = inhibition above about 8.5%
ADAM17 inh: ADAM17 inhibition, QFRET primary screen; AID 720648; recombinant ADAM17, EDANS/DABCYL FRET peptide cleavage; inhibition, % at 6.95 µM; 0.83% of 370,000 active;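 active = inhibition above the mean of compounds lying between control limits plus 3 SD, set per campaign, cut at about 8.5% in these data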;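 note: 0% = DMSO-only wells as the low control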
ADAM10 inh: inhibitors of human ADAM10 | O14672 | recombinant ADAM10, EDANS/DABCYL FRET peptide cleavage, 3 h | inhibition, % at 7 µM | 0.62% of 370,000 active | AID 720582;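 active = inhibition above a per-campaign cutoff equal to the mean of compounds falling between control-based bounds plus 3 SD, cut at about 20% in these data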;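 note: 0% = DMSO wells while the 100% control is not disclosed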
Target sequence (O14672 214-748 limits assumed): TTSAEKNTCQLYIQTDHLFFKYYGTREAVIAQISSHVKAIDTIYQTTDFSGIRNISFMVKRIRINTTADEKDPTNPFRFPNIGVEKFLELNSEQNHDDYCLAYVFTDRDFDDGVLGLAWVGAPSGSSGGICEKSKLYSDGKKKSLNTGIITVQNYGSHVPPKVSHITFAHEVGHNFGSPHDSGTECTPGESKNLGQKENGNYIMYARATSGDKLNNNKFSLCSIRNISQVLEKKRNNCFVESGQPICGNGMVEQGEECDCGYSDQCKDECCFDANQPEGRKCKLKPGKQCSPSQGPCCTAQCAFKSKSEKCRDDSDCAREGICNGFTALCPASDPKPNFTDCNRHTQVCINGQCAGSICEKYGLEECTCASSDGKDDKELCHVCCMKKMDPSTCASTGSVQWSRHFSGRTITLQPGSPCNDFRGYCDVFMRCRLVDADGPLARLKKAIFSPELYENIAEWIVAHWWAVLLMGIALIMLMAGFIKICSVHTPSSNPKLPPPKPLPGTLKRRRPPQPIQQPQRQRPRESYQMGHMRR
* marks the source's active call; other numbers are inactive results; i = inactive; · = not tested or not shown.

Below each SMILES – hcDAF-12 act, NPR1 activator, hgDAF12 agonist, DAX1 inh-1, FXN GAA850 act, SMARCA2 act, ssDAF-12 act, DAX1 inh-2, PG9 binder, ADAM17 inh, ADAM10 inh
CC12CC(NC(=O)N1Cc1ccccc1)c1ccccc1O2 (stereo not drawn)
    -2.0, -2.3, -1.9, -0.8, 2.2, 0.8, -2.0, -0.3, -0.9, -1.2, -1.3
c1ccc2c(c1)nc(N1CCOCC1)c1c3ccccc3[nH]c21
    -0.1, -13.9, 2.3, 0.4, -0.5, 0.8, -1.5, -1.0, 1.0, -171.6, -451.3
C=CCNCCCCOc1ccccc1-c1ccccc1
    1.1, -7.1, 1.8, 0.5, 2.6, -1.0, -1.0, 0.8, 0.3, -2.1, -5.4
COc1ccc(C2CC(=O)N(c3ccccc3)C3=C2C(=O)CCC3)cc1 (stereo not drawn)
    -0.6, 5.8, 4.9, ·, 1.1, -1.9, -0.7, 0.5, -0.8, -5.2, -5.1
Cc1cccc(NC(=O)c2cc3c(C)nn(-c4ccccc4)c3s2)c1
    -3.7, -1.0, 3.5, ·, ·, -2.4, -1.4, -0.9, ·, 5.0, 3.0
CCn1c(=O)c(C(=O)Nc2ccccc2C)c(O)c2ccccc21
    3.8, 1.2, 2.7, 0.6, 2.2, -2.3, 1.4*, 0.0, -2.1, -2.7, -1.0
O=c1cc(CN2CCN(c3ccccc3)CC2)c2cc(O)c(-c3ccccc3)cc2o1
    0.3, 0.2, -2.6, -1.2, 1.1, 1.9, -0.5, 0.0, -3.3, 0.8, 4.9
Cc1nc(C)c(-c2csc(Nc3cccnc3)n2)s1
    1.0, 5.2, 6.5, 2.0, 3.0, -1.4, -0.7, -1.1, 0.0, -5.1, -14.2
CC1=NN(C(=O)c2c(Br)c(C)nn2C)C(O)(C(F)(F)F)C1 (stereo not drawn)
    2.7, 2.5, 4.3, -0.9, 1.3, 4.5, -1.3, -0.6, 0.1, -7.7, 5.8
O=C(CN1CCCCCC1)NCC1CCCO1 (stereo not drawn)
    1.6, 4.0, -2.5, 4.0, 2.2, -1.8, -1.1, -0.3, -0.5, -0.7, -1.2
CCOC(=O)N1CCC(N2Cc3cccc(C(=O)NCC4CCN(CC(C)C)C4)c3C2=O)CC1 (stereo not drawn)
    -1.3, -2.5, 0.6, 0.7, -0.9, 2.5, -0.7, 1.3, -0.5, 0.8, -2.0
O[C@H](COc1ccc(F)cc1)CN1CCC(C(O)(c2ccccc2)c2ccccc2)CC1
    2.7, -3.1, 2.1, ·, ·, 3.3, -1.0, 0.6, ·, 2.8, 6.0
CN1C(=O)C(C)(C)c2cc(S(=O)(=O)N(C)Cc3ccccc3)ccc21
    -0.6, -0.7, -2.4, 0.2, 0.8, -0.6, -1.5, 0.0, 2.3, -5.3, -9.8
CCc1cccc2c(C(=O)C(NC(C)CC)c3ccccc3)c[nH]c12 (stereo not drawn)
    2.8, -8.9, 1.2, 0.7, -3.6, -2.3, 0.4, 1.4, 0.1, 0.7, -6.9
COc1ccc(C(=O)N/N=C/c2ccc3cccc(O)c3n2)cc1
    -2.0, 14.3, 2.1, 2.7, 1.6, 0.5, -2.1, -0.5, -3.7, -0.1, 5.7
CCc1cc(CNC(=O)CC2C(=O)NCCN2Cc2ccccc2C(F)(F)F)on1 (stereo not drawn)
    -0.8, 4.8, 1.8, -0.3, -1.7, 0.5, -1.0, 0.0, 0.4, -7.0, -4.0
OC(c1cccc(Cl)c1)c1nc(-c2ccc(Cl)cc2)cs1 (stereo not drawn)
    -3.4, -2.6, -2.4, ·, 1.2, -6.7, -2.6, -1.1, 0.5, 1.4, 2.4
O=C(NCc1nnnn1-c1ccc(F)cc1)c1cc2ccccc2o1
    0.0, 0.7, 0.1, -0.8, 1.5, -3.1, -1.2, 0.5, -2.8, -4.2, -10.6
COc1ccc(Nc2nc(CC(C)=O)ns2)cc1OC
    -0.1, 2.9, 2.0, 0.6, 0.5, -0.8, -1.2, 0.0, -1.7, -4.5, -5.9
Cc1ccc(S(=O)(=O)NCC2Cc3ccccc3N2S(=O)(=O)c2ccc(C)cc2)cc1 (stereo not drawn)
    -1.0, -6.0, 0.6, ·, ·, ·, -1.6, ·, ·, 9.2*, 22.1*
O=C(COC(=O)c1ccc(Cl)nc1)NCCc1ccc(F)cc1
    0.2, -2.6, -2.4, -1.2, 0.2, 1.8, -0.6, 1.2, -2.1, 0.4, -2.8
O=C(CN1C(=O)NC2(CCc3ccccc32)C1=O)Nc1ccccc1C(F)(F)F (stereo not drawn)
    1.0, 6.0, -0.9, 0.3, 0.2, 2.0, 0.5, 1.4, -0.4, -9.2, -7.5
O=C(CN1C(=O)NC2(CCCC2)C1=O)N1CCN(S(=O)(=O)c2cccc(F)c2)CC1
    -0.4, 5.1, 1.4, -0.2, 0.1, 0.7, -1.1, 0.4, -0.4, 3.2, 8.8
Cc1ccc(CCc2nnc(SCC(=O)Nc3cccc(Cl)c3)n2-c2ccccc2)o1
    -2.2, -19.0, -3.4, 1.5, -0.6, -1.9, -0.9, -1.3, -1.4, 0.0, 3.7
CC(=O)NC1CC2CCC(C1)N2Cc1ccc(C)cc1 (stereo not drawn)
    -1.5, -3.9, -0.4, 0.5, -0.1, -5.8, -0.5, -0.4, 1.3, -11.5, -5.2
COc1ccc(OC)c(NC(=S)NCC(c2cccnc2)N2CCOCC2)c1 (stereo not drawn)
    -2.6, -0.5, -1.3, 0.4, 0.1, 0.5, -1.9, 0.2, 1.2, -0.7, 13.4
O=C(NC(=S)NNC(=O)c1ccc(Cl)cc1Cl)c1cccnc1
    -0.9, -1.6, 0.7, -1.2, 2.1, -1.5, -0.2, 0.8, -1.3, -1.7, 1.3
NC(=O)C1CC12c1ccccc1-c1ccccc12 (stereo not drawn)
    -1.6, 17.5, -2.4, 2.1, 1.8, -1.6, -1.0, 1.1, 0.8, 5.3, 0.6
O=S(=O)(CC(O)(c1ccccc1)c1ccccc1)CC(O)(c1ccccc1)c1ccccc1
    -0.8, -10.5, 3.0, -0.2, -9.7, -2.8, -1.1, 1.0, 0.9, 3.1, -14.3
CCCCNS(=O)(=O)/C=C/c1ccc(F)cc1CNC(=O)OC(C)(C)C
    -2.1, -0.7, -0.9, ·, ·, -3.0, -1.9, -1.0, ·, 0.6, 2.0
COc1cc(/C=N/N2CCN(Cc3ccccc3)CC2)cc(OC)c1OC(C)=O
    -0.4, 2.7, 0.4, 0.1, 1.6, -2.5, -0.9, 0.1, 0.6, -1.2, 0.2
N#Cc1ccccc1S(=O)(=O)N1CCN(C(=O)C2COc3ccccc3O2)CC1 (stereo not drawn)
    -2.1, -3.8, 2.5, -0.1, 0.3, 0.2, -1.6, 0.1, 0.6, -1.1, -4.2
CN(C)CCn1c(=O)n(Cc2ccccc2)c(=O)c2c3c(sc21)CCCCC3
    0.5, 3.1, 2.5, 0.2, 4.1, 0.5, -1.1, 0.6, -1.1, -0.6, 8.2
CCOc1ccc(CCNS(=O)(=O)c2c(C)nc3sccn3c2=O)cc1OCC
    -1.6, 2.3, -2.5, ·, 2.9, -1.3, -1.1, 0.0, -0.5, -0.2, -10.6
CC(C)N(C(=O)CC1ON(C)C(=O)N1c1ccc(Cl)cc1)C(C)C (stereo not drawn)
    -2.1, -4.7, -2.6, 1.6, 0.7, -2.6, -1.9, -1.0, 1.6, 0.5, -7.5
Cc1nnc(C)n1/N=C/C=C/c1ccccc1
    -0.9, 0.7, 0.2, 1.5, -0.5, 1.3, -0.7, -0.6, -1.9, -3.1, 2.1
CCCS(=O)(=O)C(=C1NCCO1)S(=O)(=O)CCC
    -0.8, 7.4, -2.7, 0.4, -0.1, -0.7, -1.2, -0.3, 0.9, -6.6, -5.0
CCNC(=S)N1CCN(CCN=CC2=C(O)CC(c3ccco3)CC2=O)CC1 (stereo not drawn)
    -0.2, 1.3, -3.3, 0.1, 1.6, 2.1, -0.7, -0.4, -1.3, -0.6, 1.7
Nc1nc2c(ncn2[C@@H]2O[C@H](CNCc3cnc(N4CCOCC4)s3)[C@@H](O)[C@H]2O)c(=O)[nH]1
    -1.3, 31.7, -2.5, ·, ·, 0.2, -0.9, 0.2, -2.8, -3.7, -4.4
O=C(O)CCC(=O)NCC(=O)c1ccc(F)cc1
    -0.2, -2.9, -0.3, ·, -0.3, -0.1, -0.3, -0.1, -1.5, -2.1, 1.5
CCN(CC)C(=O)c1cccc(-c2csc(C(O)c3ccccc3)n2)c1 (stereo not drawn)
    -3.1, -0.3, -3.8, ·, -4.5, -2.1, -1.4, -5.1, -0.3, -5.0, -14.0
CN(CC(=O)Nc1ccccc1Cl)C(=O)COC(=O)CSc1ccc(F)cc1
    -0.4, -1.0, -0.4, 1.4, 0.6, 0.6, -0.5, 0.0, -0.3, 1.1, -1.0
O=C(Nc1ccc(CN2CCS(=O)(=O)CC2)cc1)c1ccc(F)cc1
    0.4, -1.0, -1.4, -0.5, 0.6, 3.2, -1.3, 0.3, -2.0, -1.3, 7.3
CCc1nnc(NC(=O)CSCc2cc(=O)n3cc(C)sc3n2)s1
    0.2, 1.0, 1.3, 1.0, 0.9, -2.7, -1.0, -0.1, -0.4, -4.2, -11.8
COc1cc2c(C#N)c(N3CCOCC3)nc(N)c2c(N)n1
    -0.6, 14.9, 0.6, -1.2, -0.4, 1.3, -1.2, -0.1, 0.2, -202.3, i
O=C(NCCc1ccccc1)c1ccc(NC(=O)c2cccnc2)cc1
    -2.9, -7.5, -1.9, -1.0, 0.9, -2.0, -0.5, -1.2, 0.0, 4.2, 10.2
CC(C)(C)NC(=O)NC(=O)CN1CCC(Cc2ccccc2)CC1
    -1.3, 1.0, -3.7, -0.5, -0.4, 0.7, -1.3, -0.5, -1.6, -3.5, -3.4

An excerpt from the list above:
Below each SMILES – hcDAF-12 act, NPR1 activator, hgDAF12 agonist, DAX1 inh-1, FXN GAA850 act, SMARCA2 act, ssDAF-12 act, DAX1 inh-2, PG9 binder, ADAM17 inh, ADAM10 inh
O=C(NCCc1ccccc1)c1ccc(NC(=O)c2cccnc2)cc1
    -2.9, -7.5, -1.9, -1.0, 0.9, -2.0, -0.5, -1.2, 0.0, 4.2, 10.2
CC(C)(C)NC(=O)NC(=O)CN1CCC(Cc2ccccc2)CC1
    -1.3, 1.0, -3.7, -0.5, -0.4, 0.7, -1.3, -0.5, -1.6, -3.5, -3.4
